Pf growth 48h: Primary qHTS for delayed death inhibitors of the malarial parasite plastid, 48 hour incubation | P. falciparum luciferase growth in erythrocytes, 48 h | Potency, µM (doses to about 28.7 µM), without a hit: top-dose activity change, negative = inhibition, most hits filed as inhibitors | actives 5.9% (n = 310,000) | AID 504832, 2011; note: potency is the fitted concentration of half-maximal effect; % is set by controls: 0 for no effect and ±100 for the full control effect
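Here the parasites carry a stable luciferase gene and grow inside erythrocytes in Albumax-based RPMI medium with compound for one erythrocytic cycle. Activity is scored as loss of luminescent signal.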
AmpC inh no detg: qHTS Inhibitors of AmpC Beta-Lactamase (assay without detergent) | AmpC nitrocefin hydrolysis, absorbance 480 nm, 0.0001% Triton | Potency, µM (titrated, usually from 57.1 µM), for the others: at the top dose activity change, negative = inhibition, most hits filed as inhibitors | actives 0.52% (n = 330,000) | AID 485341, 2010;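 note: potency is the fitted concentration of half-maximal effect; plate controls were no compound for no effect and no enzyme for full effect; nearly all actives have a fitted effect of over 20% in size; some results filed as inactive show a strong effect at the top dose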
Target sequence (P00811 whole entry, looked up): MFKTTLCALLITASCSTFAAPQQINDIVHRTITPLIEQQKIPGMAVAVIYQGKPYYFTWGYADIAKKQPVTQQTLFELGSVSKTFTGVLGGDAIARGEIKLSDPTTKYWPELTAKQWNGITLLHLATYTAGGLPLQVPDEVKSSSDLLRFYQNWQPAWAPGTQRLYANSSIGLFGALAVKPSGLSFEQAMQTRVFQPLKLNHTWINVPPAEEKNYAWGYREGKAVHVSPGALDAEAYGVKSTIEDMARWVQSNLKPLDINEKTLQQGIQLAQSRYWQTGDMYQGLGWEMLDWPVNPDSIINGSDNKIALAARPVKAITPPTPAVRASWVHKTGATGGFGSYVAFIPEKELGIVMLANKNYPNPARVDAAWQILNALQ
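20 mM phosphate pH 7.0 + 0.01% (detergent screen) or 0.0001% Triton X-100; 5.3 nM AmpC reagent; cpd preinc 15 min RT; nitrocefin (800 uM stock) to start; A480 q20 s × 4 min; Activity was normalised to no-enzyme and no-compound control wells.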
Pf growth 96h: Primary qHTS for delayed death inhibitors of the malarial parasite plastid, 96 hour incubation. P. falciparum luciferase reporter growth, 96 h. Potency, µM (series often up to 28.7 µM), for inactives: top-dose activity change, negative = inhibition, most hits filed as inhibitors. actives 6.9% (n = 320,000); note: potency is the fitted concentration of half-maximal effect; % is set by controls: 0 for no effect and ±100 for the full control effect
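Two parasite generations (96 h, 37 C, 5% CO2) of compound exposure in infected erythrocytes (0.05% parasitemia, 2% hematocrit). Luciferase-reporter P. falciparum; decreased luminescence indicates inhibited growth, aimed at apicoplast-acting delayed death.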
LmPK inhibitor: qHTS Assay for Inhibitors of Leishmania Mexicana Pyruvate Kinase (LmPK) | Q27686 | purified LmPK, Kinase-Glo ATP luminescence, 1 h | Potency, µM (series often up to 57.5 µM), inactives show at the highest dose activity change, negative = inhibition, actives largely listed as inhibitors | actives 0.37% (n = 290,000) | AID 1721, 2009; note: potency is the fitted concentration of half-maximal effect; % is set by controls: 0 for no effect and ±100 for the full control effect
Target sequence (Q27686 whole entry, looked up): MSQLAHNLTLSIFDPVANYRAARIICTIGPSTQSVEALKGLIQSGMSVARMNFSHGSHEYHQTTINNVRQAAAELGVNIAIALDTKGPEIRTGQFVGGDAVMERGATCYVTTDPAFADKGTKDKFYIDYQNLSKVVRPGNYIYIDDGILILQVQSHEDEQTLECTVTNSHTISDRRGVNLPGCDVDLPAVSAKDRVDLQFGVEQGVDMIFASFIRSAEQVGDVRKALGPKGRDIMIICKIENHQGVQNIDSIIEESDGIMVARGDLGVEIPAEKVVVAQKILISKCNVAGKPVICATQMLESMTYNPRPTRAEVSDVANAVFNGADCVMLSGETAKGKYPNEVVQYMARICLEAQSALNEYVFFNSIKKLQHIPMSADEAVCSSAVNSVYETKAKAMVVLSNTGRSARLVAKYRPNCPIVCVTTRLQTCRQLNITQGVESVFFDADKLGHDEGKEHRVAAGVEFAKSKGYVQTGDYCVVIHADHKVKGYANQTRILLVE
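Screened at intermediate enzyme activity to detect both inhibitors and activators: LmPK at 0.1 nM, with a 0.5 nM enzyme column as activation reference. PEP 0.5 mM, ADP 0.1 mM; ATP detected by luminescence after 1 h.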
CHX counter: Cycloheximide Counterscreen for Small Molecule Inhibitors of Shiga Toxin; actives 12% (n = 300,000); cell reporter, cycloheximide protein synthesis inhibition counterscreen; max response, %; in the data active = max response mostly above about 13%, no sharp cut-off; inactive = mostly below about 14%; note: read at 38.3 µM for the half of the compounds with a filed dose; 0% is about no effect
Tb PYK inh: qHTS of Trypanosoma Brucei Inhibitors. TbPYK enzyme, Kinase-Glo Plus ATP luminescence, 45 min. AID 624173, 2012. pyruvate kinase (Trypanosoma brucei), Q57TT1. Potency, µM (series often up to 76.8 µM), inactives show top-dose activity, negative = inhibition, most hits filed as inhibitors. actives 0.12% (n = 410,000); note: potency is the fitted concentration of half-maximal effect; % is set by controls: 0 for no effect and ±100 for the full control effect; nearly all actives have a fitted effect of over 50% in size
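Activity of T. brucei pyruvate kinase was followed by Kinase-Glo Plus luminescence after the enzyme reacted 45 min at room temperature with 130 uM ADP (final) and substrate. Test compounds were added before ADP at multiple concentrations.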
Shiga inhibitor: A qHTS for Small Molecule Inhibitors of Shiga Toxin; inhibition, % at 38.7 µM; Vero cells, Shiga toxin protein synthesis inhibition reporter; AID 2315, 2010; actives 9.2% (n = 290,000); in the data active = inhibition mostly above about 28%, no sharp cut-off; inactive = mostly below about 43%; note: 0% is about no effect
* marks the source's active call; other numbers are inactive results; ? = inconclusive; . = not tested or not shown; [ ] = dose if it differs, or a comment. Unless noted, calls come from the whole dose curve; as a rule, active = well fitted curve in the direction sought with a large enough effect; inconclusive = small, poorly fitted or top-dose-only effect, or another doubt; inactive = no such curve, though single readings can be large; an effect the other way counts as inactive or inconclusive.

Each structure is followed by: Pf growth 48h, AmpC inh no detg, Pf growth 96h, LmPK inhibitor, CHX counter, Tb PYK inh, Shiga inhibitor
1: FC(F)(F)c1ccccc1/C=N/N1CCN(Cc2ccccc2)CC1
    82.3%[activator], -9.1%, 20.8%, -3.8%, 36.2*, 5.4%, 109.0*
2: CC(C)n1c2ccccc2c2nnc(SCC(=O)OCN3C(=O)c4ccccc4C3=O)nc21
    17.0%, -30.0%, -9.1%, -2.2%, -2.9, ., -17.2
3: NC(=O)C1CCN(C(=O)c2ccc(CS(=O)(=O)c3c(Cl)cccc3Cl)o2)CC1
    ., -13.1%, -2.9%, 1.9%, -2.8, -8.4%, -8.8
4: COc1ccccc1C(=O)NCCSCc1c(F)cccc1Cl
    ?, -25.0%, 10.4µM*, 0.0%, 23.0*, 2.0%, 24.8
5: COC(=O)C1(C(F)(F)F)N=C(N(C)C)OC(N(C)C)=N1
    7.6%, 3.4%, -26.8%, -3.1%, -4.5, -0.8%, -1.3
6: CC1CCCC(C)N1C(=O)CSc1nc(N)c(-c2ccccc2)c(=O)[nH]1 (stereo not drawn)
    ., -4.5%, ?, 6.8%, -4.3, 3.3%, -6.3
7: Cc1ccc(O)c(N=CC2=C(O)c3ccccc3C2=O)c1
    ?, -46.4%, 64.1%[activator], 0.6%, 32.6*, 0.5%, 108.5*
8: CNC(=O)Nc1cc(C)nn1C
    0.0%, -30.8%, 60.9%[activator], 7.5%, -2.0, -18.4%, 0.6
9: O=[N+]([O-])c1c(NCCO)cc(Sc2nc3ccccc3s2)c2nonc12
    -12.1%, 71.2%[activator], ?, 3.4%, -4.8, -0.1%, 8.4
10: Cc1ccccc1CSCCC(=O)NCCc1ccccc1
    29.7%, -1.9%, 79.1%[activator], -5.6%[11.5 µM], 15.5, -5.6%, 39.3
11: Cc1ccc(/C(N)=N/OC(=O)/C=C/c2ccccc2)cc1
    51.6%[activator], -33.6%, 48.4%[activator], 0.2%, 23.3*, -2.1%, 54.9
12: CC1=C(C(=O)OCC2CCCO2)C(c2ccccc2)C2=C(CC(C)(C)CC2=O)N1 (stereo not drawn)
    ?, 17.8%, -17.4%, -0.8%, -2.8, -1.8%, -5.3
13: CC1CCN(C(=O)c2ccc(NC(=O)CC3SC(N4CCCC4)=NC3=O)cc2)CC1 (stereo not drawn)
    ?, ?, ?, ., ., 3.2%, .
14: CCCCNC(=O)C1=C(N)C(C(=O)Nc2ccc(C)c(S(=O)(=O)N3CCCCC3)c2)SC1=Nc1ccc(C)cc1C (stereo not drawn)
    ., -7.7%, 10.4µM*, -0.2%, 8.9, -4.0%, 19.8
15: CCn1c(=O)cc(OCC(=O)NCCCN2CCN(c3cccc(Cl)c3)CC2)c2ccccc21
    ., 164.8%[activator], ., 1.5%, -3.8, -0.6%, -45.8
16: Cn1c(=O)[nH]c(=O)c2c1nc(SCC(=O)O)n2CCOc1ccccc1
    32.2%[activator], -26.1%, 11.2%, 22.0%, -3.3, -14.1%, -5.3
17: COc1ccc(CCN2C(=O)C3CC(C)=C(C)CC3C2=O)cc1OC (stereo not drawn)
    ., 24.0%, -27.1%, -0.2%, -3.6, ., -6.7
18: COc1ccc(S(=O)(=O)NCC(c2cccnc2)N2CCN(c3ccccc3)CC2)cc1C (stereo not drawn)
    ., 75.7%[activator], ?, 9.0%, -4.0, 1.8%, -8.3
19: C#CCn1c(=NC(=O)c2cccs2)sc2cccc(OCC)c21
    ?, -15.6%, ?, -5.6%, -2.3, -0.5%, 7.9
20: O=C(CCc1c[nH]c2ccccc12)NCCc1ccccc1
    18.0%, -37.2%, 0.4%, 3.0%, 10.5, -3.9%, 68.0
21: CCOc1ccc(NC2c3ccccc3C(=O)N2c2ccc(Cl)cn2)cc1 (stereo not drawn)
    32.5%[activator], -15.4%, -63.1%, 1.2%, 10.5*, 0.6%, 68.1*
22: O=C(NC1(C(F)(F)F)N=C2SCCN2C1=O)C1CCCCC1 (stereo not drawn)
    -9.3%, -17.3%, ?, 1.2%, -1.3, -2.2%, -5.9
23: CCC(=O)Nc1cnc(NC(=O)c2cccc(F)c2)cc1C
    420.6%[activator], -22.6%, 195.4%[activator], 20µM*, 18.3, -16.2%, 66.1
24: CCOC(=O)c1c[nH]n2c(=O)cc(C)nc12
    -2.3%, -5.6%, ?, -4.3%, -1.8, -2.1%, -16.4
25: Cc1cc(-c2n[nH]c(=S)n2-c2ccc(F)cc2)nn1C
    19.0%, -10.2%, 31.4%[activator], 0.8%, -2.7, ?, 15.5
26: O=C(Nc1ccc(C(=O)O)cc1)/C(=C\c1cccc([N+](=O)[O-])c1)NC(=O)c1ccc(Br)o1
    -16.8%, -21.2%, ?, -1.2%, 1.1, 0.5%, -4.1
27: CCc1ccc(NC(=O)CSc2nc3ccccc3nc2N2CCCCC2)cc1
    ?, -22.5%, ?, -8.2%, 22.0*, -2.3%, 14.5
28: CC(C(=O)Nc1nnc(C2CC2)s1)N1C(=O)C2CC=CCC2C1=O (stereo not drawn)
    0.2%, -12.9%, 25.9%, ., ., 1.4%, .
29: Cc1cccc(NC(=O)c2cccc3c2C(=O)c2ccccc2-3)c1
    0.9%, -9.0%, 12.6%, 7.6%, 13.6, 0.5%, 32.5
30: CCOc1ccc(N2C(=O)CC(N3CCC(O)(c4ccc(Br)cc4)CC3)C2=O)cc1 (stereo not drawn)
    ., 88.9%[activator], ., 5.2%, -3.5, 1.8%, 2.1
31: COc1ccc(C2c3c(ncn(CCCO)c3=N)Oc3ccc4ccccc4c32)cc1 (stereo not drawn)
    11.7µM*, 193.7%[activator], ?, 2.2%, -2.7, 0.2%, 2.4
32: Cc1c(C(=O)O)sc2c1c(=O)n(Cc1ccccc1)c(=O)n2C
    -30.0%, -14.2%, -15.2%, 6.4%, 3.8, -1.3%, -6.8
33: COc1ccc(CCC(=O)N(C)CC(=O)Nc2cc(C)ccc2C)cc1
    -6.5%, -5.1%, 14.9%, 0.3%, -1.8, 0.1%, 13.2
34: C(=C\c1nc(N2CCCCCC2)c2ccccc2n1)/c1ccccc1
    -96.1%, -10.8%, 50.0%, 5.4%, 23.4*, -2.4%, 35.7*
35: O=C(NC(Cc1c[nH]c2ccccc12)C(=O)O)c1ccc2c(c1)OCO2 (stereo not drawn)
    -3.1%, -20.7%, 0.0%, 0.3%, -2.4, 0.0%, -8.1
36: Cc1nnc2n(c1=O)N=C(c1ccc(Cl)cc1)CS2
    89.8%[activator], -34.6%, 6.0%, -0.5%, 21.4, -3.1%, 25.4
37: Brc1ccc(-c2c[n+]3c(n2-c2ccccc2)SCC3)cc1
    ?, -14.0%, ?, 1.0%, -1.2, -4.3%, -3.5
38: CC(=O)[C@@]1(O)[C@H](C)CC2C3CC=C4CC(OP(=O)(O)O)CC[C@]4(C)C3CC[C@@]21C (stereo partly drawn)
    -2.6%, -12.3%, -3.7%, 0.0%, 1.2, -3.4%, -11.0
39: Cc1ccccc1OCC(=O)Nc1ccc(C)c(S(=O)(=O)N2CCCCCC2)c1
    ?, 6.7%, ?, ., ., 4.3%, .
40: COc1ccc(-c2cnnn2-c2ccc(NC(=O)c3ccc(S(=O)(=O)N4CCCCC4)cc3)cc2)cc1OC
    4.15µM*, 20.9%, 1.47µM*, 0.2%, 6.7, 0.3%, 0.6
41: Cc1ccccc1C(=O)N1CCN=C1SCc1ccc([N+](=O)[O-])cc1
    ?, -7.9%, -10.0%, -0.3%, 8.5, 4.2%, 9.0
42: COc1cccc(C(=O)NOCc2ccc(C)cc2)c1OC
    13.5%, -4.8%, -2.8%, ., ., -4.2%, .
43: O=C(Nc1ccc(F)cc1)Nc1ccc2c(c1)CCC2
    2.6%, -29.8%, 178.0%[activator], 0.9%, 48.7*, -0.8%, 68.3*
44: COc1ccc(C(=O)COC(=O)c2ccco2)cc1
    3.1%, -3.0%, 3.8%, ?, 43.4*, -15.4%, 50.4*
45: COc1ccc(C2CC(=O)c3cnc(N4CCc5ccccc54)nc3C2)cc1OC (stereo not drawn)
    ?, -6.0%, ?, 5.6%, -2.9, ., 1.6
46: O=C(O)C1CCCN(S(=O)(=O)c2cccs2)C1 (stereo not drawn)
    -13.0%, -12.6%, ?, 4.9%, -2.5, 2.1%, -5.6
47: CC1=CN2C(=N)/C(=C\c3cn(CCCOc4ccccc4)c4ccccc34)C(=O)N=C2S1
    -72.1%, -26.2%, ?, 2.0%, 11.7*, -5.6%, 10.5
48: O=C(NNc1ccnc2cc(Cl)ccc12)C1CCCCC1
    1.65µM*, -24.3%, 1.04µM*, -9.5%, 2.1, -3.2%, 17.7
49: Cc1ccc(S(=O)(=O)N(CCO)c2cc3c(s2)CCCC3)cc1
    -29.9%, 7.0%, -1.6%, -0.4%, -1.8, -15.6%, -3.3
50: O=C(NC1=NCCS1)c1cccs1
    ?, -16.5%, ?, 10.5%, -2.8, 0.7%, 11.2
51: O=C(O)c1ccc(N2C(=O)CC(N3CCC(c4nc5ccccc5[nH]4)CC3)C2=O)cc1 (stereo not drawn)
    ?, -15.7%, 5.4%, 0.5%, 0.9, -12.1%, -6.3
52: COc1ccc(/C=C(/NC(=O)c2ccco2)C(=O)N2CCc3ccccc32)cc1OC
    28.9%, 50.2%, -25.2%, 3.2%, 4.0, 2.5%, -4.3

6 neighbouring compounds out of the list so far, for reference:
Each structure is followed by: Pf growth 48h, AmpC inh no detg, Pf growth 96h, LmPK inhibitor, CHX counter, Tb PYK inh, Shiga inhibitor
1: FC(F)(F)c1ccccc1/C=N/N1CCN(Cc2ccccc2)CC1
    82.3%[activator], -9.1%, 20.8%, -3.8%, 36.2*, 5.4%, 109.0*
2: CC(C)n1c2ccccc2c2nnc(SCC(=O)OCN3C(=O)c4ccccc4C3=O)nc21
    17.0%, -30.0%, -9.1%, -2.2%, -2.9, ., -17.2
3: NC(=O)C1CCN(C(=O)c2ccc(CS(=O)(=O)c3c(Cl)cccc3Cl)o2)CC1
    ., -13.1%, -2.9%, 1.9%, -2.8, -8.4%, -8.8
4: COc1ccccc1C(=O)NCCSCc1c(F)cccc1Cl
    ?, -25.0%, 10.4µM*, 0.0%, 23.0*, 2.0%, 24.8
5: COC(=O)C1(C(F)(F)F)N=C(N(C)C)OC(N(C)C)=N1
    7.6%, 3.4%, -26.8%, -3.1%, -4.5, -0.8%, -1.3
6: CC1CCCC(C)N1C(=O)CSc1nc(N)c(-c2ccccc2)c(=O)[nH]1 (stereo not drawn)
    ., -4.5%, ?, 6.8%, -4.3, 3.3%, -6.3

High-throughput results (PubChem)
